Screening data deposited in PubChem BioAssay by several laboratories.
PERK inhibitor = blocks human PERK kinase; Q9NZJ5; CHO PERK-DD fusion, SEAP luminescence translation reporter; inhibition, % at 5.6 µM; 220,000 tested, 0.17% active; AID 1416;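 active means inhibition above the mean inhibition of all tested compounds plus 3 SD, set separately per screening campaign, cut at about 2.9% in these data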;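 further: PERK kinase domain activated by AP20187 dimerizer at 100 nM; 0% = DMSO with dimerizer and 100% = rapamycin at 8.4 µM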
m-calpain inh = calpain II (pig) inhibition | purified calpain II, fluorogenic peptide substrate, 30 min | inhibition, % at 16 µM | 220,000 tested, 0.37% active;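 active means inhibition above about 50%, limit read from the data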
EBV gp42 inh = EBV gp42 inhibition; Q1HVG2; Fluorescence polarization binding assay, mP read-out; inhibition, % (tested at 21.74 µM); 220,000 tested, 0.42% active; AID 1085; in the data active means inhibition above about 50%
Target sequence (Q1HVG2 whole entry, looked up): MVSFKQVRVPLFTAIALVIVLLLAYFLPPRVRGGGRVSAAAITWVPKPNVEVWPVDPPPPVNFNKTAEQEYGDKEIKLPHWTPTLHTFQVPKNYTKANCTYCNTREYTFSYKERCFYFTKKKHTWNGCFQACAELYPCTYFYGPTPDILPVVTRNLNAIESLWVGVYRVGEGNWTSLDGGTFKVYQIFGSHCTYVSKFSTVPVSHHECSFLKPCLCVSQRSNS
TNF necrop inh = blocks TNF-alpha induced death of Jurkat FADD-/- cells. 220,000 tested, 0.068% active. Jurkat FADD-/- TNF necroptosis rescue, ATP luminescence, 24 h; 0 = TNF only, 100 = no-TNF cells. activation (protection from cell death), % at 10 µM;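 active means activation, meaning protection from cell death, of at least 50% relative to plate controls; inactive means activation below 50%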;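 further: necroptosis triggered by 40 ng/mL TNF-alpha added together with compound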
Cl transport mod = KCC2 (human) Cl- transport modulation; KCC2 cells, thallium flux FluoZin-2 fluorescence; B-score of Tl+ flux slope (higher = more flux/activation; lower = inhibition) at 10 µM; 190,000 tested, 2.2% active;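 active means thallium flux slope and its plate-corrected score both differing from the plate sample mean at a set confidence after two filtering rounds, in either direction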;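 further: slope of fluorescence scaled to starting intensity during 10 to 20 s after thallium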
Rad51 HR inh = Rad51 (human) homologous recombination inhibition | Q06609 | hRad51 DNA strand exchange, fluorescence dequenching | inhibition, % at 10 µM | 200,000 tested, 0.085% active | AID 1385;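 active means inhibition above 40% at the single screening dose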;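 further: 0% = DMSO control wells and 100% = blanks with heterologous ssDNA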
Target sequence (Q06609 whole entry, looked up): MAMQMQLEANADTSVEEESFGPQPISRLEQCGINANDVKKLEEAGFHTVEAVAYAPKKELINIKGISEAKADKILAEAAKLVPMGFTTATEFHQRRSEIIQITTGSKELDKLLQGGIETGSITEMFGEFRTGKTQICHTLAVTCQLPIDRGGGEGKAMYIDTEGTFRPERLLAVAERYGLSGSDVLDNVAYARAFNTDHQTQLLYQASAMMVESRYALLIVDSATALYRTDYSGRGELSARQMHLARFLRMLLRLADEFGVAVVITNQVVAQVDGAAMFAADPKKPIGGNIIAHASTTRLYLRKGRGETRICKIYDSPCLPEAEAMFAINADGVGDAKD
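Test system: preformed human Rad51 ssDNA filaments. Compound dosing: single dose, 10 µM final compound. Incubation: filaments 15 min 37 °C, then compound 30 min. Technique: FRET fluorescence dequenching, excitation 485 nm, emission 520 nm. Read-out basis: percent inhibition from fluorescence, normalised to plate control and blank means. Benchmarks: plate controls and plate blanks.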
Mdm2 ligase inh = inhibitors of human Mdm2 E3 ubiquitin ligase; AID 1230; Q00987; 210,000 tested, 0.11% active; cell-based MDM2 ubiquitination luciferase reporter, 2 h; 0 = plate control, 100 = twice control, blank-subtracted; signal enhancement, % at 5 µM;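 active means signal enhancement of 30% or more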;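 further: luminescence tracks abundance of the self-degrading MDM2-luciferase fusion protein; higher signal means inhibition of MDM2 E3 ligase activity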
Target sequence (Q00987 whole entry, looked up, the tested form may be a part): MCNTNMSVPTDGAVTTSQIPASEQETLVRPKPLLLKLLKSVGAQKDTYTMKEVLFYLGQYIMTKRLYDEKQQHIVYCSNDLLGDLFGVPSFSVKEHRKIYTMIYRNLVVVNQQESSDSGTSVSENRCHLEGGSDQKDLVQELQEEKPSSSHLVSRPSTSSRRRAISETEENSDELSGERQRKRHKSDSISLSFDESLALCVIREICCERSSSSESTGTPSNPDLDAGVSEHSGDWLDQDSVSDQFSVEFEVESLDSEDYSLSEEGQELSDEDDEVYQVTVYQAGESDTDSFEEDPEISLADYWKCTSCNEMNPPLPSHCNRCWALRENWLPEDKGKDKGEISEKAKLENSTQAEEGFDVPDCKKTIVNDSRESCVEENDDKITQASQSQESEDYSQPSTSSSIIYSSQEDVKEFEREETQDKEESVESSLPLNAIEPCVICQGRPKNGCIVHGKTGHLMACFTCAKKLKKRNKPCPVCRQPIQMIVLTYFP
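Test system: mammalian cells stably expressing self-ubiquitinating, self-degrading MDM2 E3–luciferase fusion; Amount: 2000 cells in each well; Medium: DMEM; Schedule: 4 h settle plus 2 h compound, 37 °C; Technique: SteadyLite luciferase luminescence after 15 min room-temperature reagent incubation; Benchmarks: plate control and blank wells.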
zVAD death inh = L929 zVAD cell death inhibition. L929 zVAD necroptosis rescue, ATP luminescence, 24 h; with zVAD 60 µM. 220,000 tested, 0.38% active. viability rescue, % at 10 µM;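 active means activation, scaled between plate controls, above about 75%, limit read from the data; inactive means activation under that limit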;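 further: 0% = zVAD with DMSO and 100% = DMSO alone without zVAD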
eIF4E-4G inh = inhibitors of eIF4E and eIF4G interaction in translation initiation; P63073+Q04637; TR-FRET eIF4E-eIF4GI(517-606) binding, 2 h; inhibition, % at 21.7 µM; 220,000 tested, 0.37% active;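 active means inhibition above about 30%, limit read from the data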;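 further: 0% = full FRET control wells and 100% = background wells lacking eIF4GI fragment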
* = called active by the depositor; x = not tested or not shown; [ ] = dose if it differs, or a comment.

Start of the data: the first 2 entries as a preview:
Value order: TNF necrop inh	m-calpain inh	PERK inhibitor	EBV gp42 inh	Cl transport mod	Rad51 HR inh	Mdm2 ligase inh	zVAD death inh	eIF4E-4G inh
- CC(C)OC(=O)/C(=C\c1cccnc1)NC(=O)c1ccccc1
  -1.0	2.7	0.6	-10.8	0.233	5.5	-52.0	-0.6	-1.8
- CN(C)S(=O)(=O)c1ccc(C(=O)Nc2cccc(C(=O)O)c2)cc1
  -0.6	-5.7	1.2	2.1	x	-5.3	-12.9	0.1	-2.4

The listing, from the start:
Value order: TNF necrop inh	m-calpain inh	PERK inhibitor	EBV gp42 inh	Cl transport mod	Rad51 HR inh	Mdm2 ligase inh	zVAD death inh	eIF4E-4G inh
- CC(C)OC(=O)/C(=C\c1cccnc1)NC(=O)c1ccccc1
  -1.0	2.7	0.6	-10.8	0.233	5.5	-52.0	-0.6	-1.8
- CN(C)S(=O)(=O)c1ccc(C(=O)Nc2cccc(C(=O)O)c2)cc1
  -0.6	-5.7	1.2	2.1	x	-5.3	-12.9	0.1	-2.4
- CCOC(=O)C1=C(O)/C(=C/c2ccc(OCC(=O)O)c(OCC)c2)SC1=Nc1ccc(OC)cc1
  1.1	-14.9	1.1	-4.1	-0.425	-7.1	5.8	1.5	5.6[fluorescence artefact?]
- CCOc1ccc(C(OC(=O)c2ccco2)C(=O)NCc2ccc(C)cc2)cc1 (centres undefined)
  0.1	16.7	-0.1	1.8	-1.02	-0.8	-9.1	0.3	7.1
- COc1ccc(-c2cc(C(F)F)n3ncc(C(=O)NCCCN4CCCC4=O)c3n2)cc1
  -5.4	-473.2	0.0	-31.6	-0.284	-1.4	-6.4	-0.5	-3.2
- CCCCOc1ccc(S(=O)(=O)NNC(=O)c2cc3ccccc3o2)cc1
  1.1	11.1	0.9	-5.2	-1.03	0.4	10.0	1.2	2.8
- Cc1cc(C)n(Cc2ccc(C(=O)O)o2)n1
  -0.8	-1.5	0.8	-10.3	0.375	12.7	-11.1	1.0	-7.0
- CCC1=NN2C(=N)/C(=C\c3cccn3-c3cccc(Cl)c3)C(=O)N=C2S1
  1.0	-29.3	-0.1	5.2	8.8*	-6.9	-1.5	2.6	0.6
- Cn1c(COc2ccc(Cl)cc2)nnc1SCC(=O)Nc1ccc2c(c1)CCC2
  5.2	-2.2	0.6	-8.0	1.16	5.0	-2.5	1.7	4.3[fluorescence artefact?]
- O=C(/C=C/c1ccc([N+](=O)[O-])cc1)NCCc1ccc(F)cc1
  1.5	-21.4	1.5	6.5	-4.03	7.0	-13.4	4.5	0.3
- CSc1nnc(-c2sc3cc(C(F)(F)F)cnc3c2-c2ccccc2)n1C
  -7.6	-21.5	-1.7	-5.7	-0.555	5.7	-7.9	-1.6	-2.1
- Cc1nnc(SCC(=O)Nc2sccc2C#N)n1Cc1ccccc1
  -0.8	-59.3	-1.1	7.8	0.0972	6.3	6.3	-0.2	3.5
- O=C(NCC1CCCO1)C(c1ccncc1)N(Cc1cccs1)C(=O)Cn1nnc(-c2ccc(F)cc2)n1 (centres undefined)
  1.4	-24.1	1.2	-14.3	-0.148	-33.8	-16.5	-0.5	4.4
- COc1cc(NC(=S)NNC(=O)CC(C)C)c(OC)cc1Cl
  2.4	20.9	0.0	0.3	0.688	2.1	-18.6	-0.6	0.6
- O=C(Nc1ccc2oc(-c3ccccc3Cl)nc2c1)c1ncn[nH]1
  -1.8	-193.9	0.4	-19.4	-0.0121	2.9	-22.7	-1.1	-21.9[fluorescence artefact?]
- CCOC(=O)C1=C(C)N(c2ccccc2)C(=O)/C1=C\c1cccs1
  0.0	-1.7	-0.1	3.5	0.451	12.1	-1.0	0.2	0.9
- CCCCC(=O)N/N=C/c1ccc(Sc2cccc3cccnc23)o1
  -4.3	15.9	0.1	-15.5	-0.285	4.0	24.2	-0.6	8.1
- CC(C)N(CC(=O)Nc1ccc(Cl)cc1C(F)(F)F)C(=O)CCl
  -9.4	6.1	0.1	-7.9	0.736	8.7	-6.0	8.1	-1.1
- CCc1ccc(NC(=O)CC2C(=O)Nc3c2c(=O)n(C)c(=O)n3C)cc1 (centres undefined)
  -0.5	-7.1	-0.5	-5.1	-0.432	-6.4	-25.6	-0.1	2.7
- O=C(O)c1ccc(-n2ncc3c2/C(=C/c2cccc([N+](=O)[O-])c2)CC3)cc1
  0.5	7.1	1.3	4.7	-0.548	-13.1	x	0.7	-9.7
- Cc1cc(=O)[nH]c(SCc2cn3ccccc3n2)n1
  0.5	30.0	0.8	-7.0	-0.524	5.3	-5.7	1.5	4.2
- C/C=C(/C)C(=O)O[C@@H]1[C@H](OC(=O)C=C(C)C)c2c(ccc3ccc(=O)oc23)OC1(C)C
  0.7	7.8	-0.1	-14.4	0.0564	-4.1	x	-0.9	2.4
- Cc1nnn(-c2nonc2N)c1C(=O)N/N=C/c1cccc2ccccc12
  2.9	-44.0	0.8	-24.4	0.000894	-0.1	-12.8	2.7	14.8
- Cc1cccc(-n2c(SCC(=O)Nc3ncc(Cl)cc3Cl)nc3ccccc32)c1
  1.2	-31.4	-0.8	-13.1	-0.432	-9.3	-11.5	2.1	2.2
- Cc1ccc(S(=O)(=O)Nc2cccnc2)cc1
  19.8	2.8	0.8	-21.0	-0.0886	-3.0	-4.6	0.5	9.8
- Cc1ccc(-c2cc(C(=O)N/N=C/C(Br)=C/c3ccccc3)n[nH]2)o1
  -3.4	-46.6	0.2	-10.0	-0.133	-5.9	19.8	29.3	-0.3
- COC(=O)CC1C(=O)NCCN1C(=O)CSc1nc2cc(Cl)ccc2o1 (centres undefined)
  0.8	3.2	1.0	-19.4	-0.987	-5.5	-2.1	-0.3	6.5
- Cc1nnsc1C(=O)N1CCN(c2ccc(C#N)cn2)CC1
  2.9	-9.8	0.0	-18.2	0.248	-4.1	1.3	-0.1	0.7
- O=C(N/N=C/c1cc2c(cc1Br)OCO2)c1c[nH]c2ccccc12
  -0.5	-42.6	-0.2	3.7	-0.348	-8.2	-0.5	7.1	-3.2
- Cc1nn(-c2ccccc2)c(C)c1/C=N/n1c(-c2ccncc2)n[nH]c1=S
  0.5	-20.9	1.0	-25.6	0.00575	0.2	-7.1	18.6	1.8
- NS(=O)(=O)c1ccc(NC(=S)N2CCN(c3cccc(Cl)c3)CC2)cc1
  1.5	10.2	0.2	-8.0	1.01	-4.6	-15.0	1.1	0.5
- CCOC(=O)c1oc2cccc(OC(C)=O)c2c1C
  -0.9	-5.6	1.2	-10.5	-0.18	-7.3	-4.6	-0.6	-0.2
- Cc1ccc(N2C(=S)NC3c4cc(Cl)ccc4OC2(C)C3C(=O)N(C)C)cc1 (centres undefined)
  0.2	18.8	2.5	-0.2	0.603	x	-25.5	1.0	6.7
- CCOc1ccc2nc(NC(=O)c3ccc(OC)c(S(=O)(=O)N4CCOCC4)c3)sc2c1
  -9.9	-424.1	-1.0	-6.6	0.0924	7.4	-13.5	0.7	-19.5
- Cc1cc(C)n(CC2CC(=O)N(c3ccc(Cl)c(Cl)c3)C2=O)n1 (centres undefined)
  0.6	37.0	0.2	-8.5	-0.382	3.2	-4.2	1.1	-4.2
- O=C(CCCN1C(=O)c2ccccc2C1=O)Nc1c(C(=O)C2CC2)oc2ccccc12
  0.4	2.2	2.4	-4.7	-0.0172	3.9	-8.0	2.0	-2.5
- Cc1ccsc1/C=N\NC(=O)CC(=O)NCc1ccccc1
  1.7	2.0	0.0	-8.2	-0.615	-2.4	-7.8	2.0	2.3
- CC1CC(OC(=O)CN2CCCCC2)CC(C)(C)C1 (centres undefined)
  0.6	2.3	1.3	-13.3	0.649	-1.1	-11.2	1.1	5.1
- CC1CN(C(=O)c2cc([N+](=O)[O-])cc([N+](=O)[O-])c2)CC(C)O1 (centres undefined)
  0.0	-42.3	0.5	-22.6	-0.0861	-8.4	-1.8	2.2	2.9
- O=C(CC(c1ccc(F)cc1)c1ccco1)N1CCCC1 (centres undefined)
  -0.8	-62.5	1.0	-3.9	-0.275	-5.2	-0.8	0.2	2.8
- Cc1cccc(NC(=O)CSc2nnc(Cn3cnc4ccccc43)o2)c1
  -1.1	-0.7	0.3	-9.4	x	-8.4	-15.8	0.0	-1.0[fluorescence artefact?]
- COc1ccc2c(c1)CC/C(=C\c1ccc(OC)c(Cn3nc(C)cc3C)c1)C2=O
  -13.4	-39.5	-0.4	-9.2	-0.69	-3.4	1.0	0.1	6.3[fluorescence artefact?]
- CC(Sc1nc2ccccc2[nH]1)C(=O)Nc1ccc2c(c1)OCCO2 (centres undefined)
  1.2	4.3	-0.2	-17.8	-0.0584	-6.2	-9.4	-0.4	-4.8
- COc1ccccc1/C=N\N=C(\N)c1ccccn1
  0.7	-3.3	1.0	-9.8	-1.3	x	-16.6	0.6	-3.8
- C=CCn1c(NC(=O)CC)c(C(=O)OCC)sc1=S
  0.0	-34.6	0.3	-9.1	0.172	x	x	-0.8	2.6
- CC(C)CCN1CCN(Cc2cccn2-c2ccc(Cl)cn2)CC1CCO (centres undefined)
  -0.2	-5.3	0.1	-4.0	0.0156	-36.3	-9.1	-0.3	1.4
- CCCC(=O)NC(c1ccco1)c1cc(Cl)c2cccnc2c1O (centres undefined)
  -6.7	6.9	-0.3	0.5	-0.379	-9.1	18.2	0.0	-1.0
- Cc1nn(Cc2ccccc2)c2c1C(c1ccccc1)C(C#N)=C(N)O2 (centres undefined)
  -1.6	19.5	0.2	8.1	-0.0774	3.5	10.2	0.7	-6.9
- Nc1ncncc1-c1ccc2ccccc2c1
  -3.0	9.7	2.2	-14.9	x	18.8	x	0.8	2.9
- O=C(CSc1ccc(-c2ccco2)nn1)c1ccc(F)cc1
  3.2	-20.7	0.9	-12.8	-3.01	-7.1	-7.3	0.3	-3.3

Additional compounds:
Value order: TNF necrop inh	m-calpain inh	PERK inhibitor	EBV gp42 inh	Cl transport mod	Rad51 HR inh	Mdm2 ligase inh	zVAD death inh	eIF4E-4G inh
- CCN1CCN(c2cc(C)c3cc(NC(=S)NCc4cccs4)ccc3n2)CC1
  0.3	51.0*	-0.1	-5.6	-1.4	17.3	-4.8	0.9	-2.1
- O=C(NNC1=Nc2ccccc2SC1)c1ccc(F)cc1
  -0.5	0.2	-1.7	-3.6	1.06	-7.5	-16.4	0.0	-2.2
- O=C(Cn1cnc2ccccc2c1=O)c1ccc2c(c1)OCCO2
  -3.0	-2.9	-0.5	0.9	x	12.7	-35.5	-0.3	0.6
- CCC(Oc1ccccc1)C(=O)Nc1ccsc1C(=O)OC (centres undefined)
  0.8	-6.7	-0.5	-95.8	-1.44	-1.4	0.9	-0.3	-0.9[fluorescence artefact?]
- CN(C)CCCN(C(=O)CCOc1ccccc1)c1nc2ccc(F)cc2s1
  -10.7	-16.6	0.7	3.4	-0.301	1.7	6.5	-1.5	1.4
- Cc1ccccc1-n1c2nc(=O)n(C)c(=O)c-2cc2ccccc21
  4.1	-328.4	1.3	-14.4	1.36	x	1.9	0.5	16.0
- Cc1c(Cc2ccccc2)sc(/N=C/c2ccc3ccccc3c2)c1C(N)=O
  -0.9	-79.4	-0.1	-83.3	-0.341	x	x	2.1	-1.6
- COc1cc(/C=C(/C#N)c2nc3ccccc3[nH]2)ccc1OC(=O)c1ccco1
  -8.1	-88.7	-1.0	-2.6	x	-16.2	-24.9	1.0	-3.3

Compounds were not picked by outcome; any-hit rate near 3.6%.
